EPAC1 antag – antagonists of human EPAC1 | O95398 | Potency, µM (highest dose often 115 µM), for the others: top-dose activity change, negative = inhibition, most hits filed as inhibitors | EPAC1 GEF assay, Rap1b-BODIPY-GDP exchange fluorescence | actives 0.14% (n = 360,000) | AID 720709;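 note: potency is the fitted concentration of half-maximal effect; plate controls were vehicle for no effect and positive control for full effect; nearly all actives have a fitted effect of over 50% in size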
Target sequence (O95398 whole entry, looked up): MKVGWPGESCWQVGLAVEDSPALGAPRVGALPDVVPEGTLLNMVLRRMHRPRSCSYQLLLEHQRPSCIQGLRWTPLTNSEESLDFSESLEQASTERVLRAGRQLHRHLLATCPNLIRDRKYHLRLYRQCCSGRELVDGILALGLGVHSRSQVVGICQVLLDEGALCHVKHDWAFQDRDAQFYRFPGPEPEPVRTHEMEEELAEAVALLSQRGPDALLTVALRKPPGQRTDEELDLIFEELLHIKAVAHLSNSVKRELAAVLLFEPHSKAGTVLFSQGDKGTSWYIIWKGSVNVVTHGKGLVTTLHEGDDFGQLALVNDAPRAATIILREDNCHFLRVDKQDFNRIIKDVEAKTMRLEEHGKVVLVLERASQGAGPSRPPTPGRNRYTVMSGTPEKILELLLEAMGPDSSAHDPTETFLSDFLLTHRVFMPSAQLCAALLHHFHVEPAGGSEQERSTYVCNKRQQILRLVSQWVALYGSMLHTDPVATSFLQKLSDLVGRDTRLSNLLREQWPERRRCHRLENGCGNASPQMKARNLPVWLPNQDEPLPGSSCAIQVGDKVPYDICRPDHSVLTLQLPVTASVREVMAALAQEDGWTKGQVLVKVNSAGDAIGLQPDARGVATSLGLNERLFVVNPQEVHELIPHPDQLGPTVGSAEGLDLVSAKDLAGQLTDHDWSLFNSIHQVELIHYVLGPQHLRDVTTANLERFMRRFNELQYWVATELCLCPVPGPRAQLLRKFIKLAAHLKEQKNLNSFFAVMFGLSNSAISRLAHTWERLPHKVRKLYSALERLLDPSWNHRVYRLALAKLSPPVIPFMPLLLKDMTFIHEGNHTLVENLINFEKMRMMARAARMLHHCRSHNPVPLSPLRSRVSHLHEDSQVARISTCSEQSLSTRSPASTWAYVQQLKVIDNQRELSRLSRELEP
EPAC1 ag – EPAC1 (human) agonism; O95398; EPAC1 agonist qHTS, biochemical assay; response scale: 100% = response to 6.5 mM cAMP; Potency, µM (titrated, usually from 154 µM), without a hit: at the top dose activation, most hits filed as activators; AID 720707; actives 0.073% (n = 360,000); note: potency is the fitted concentration of half-maximal effect; nearly all actives have a fitted effect of over 60% in size
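Fluorescent GDP-exchange assay: 100 nM EPAC1 with 250 nM Rap1B preloaded with BODIPY-GDP and 50 uM GDP; compounds tested as concentration series, 5 min at room temperature, then read every 5 min for 30 min (ex 480/em 540 nm); normalized to 6.5 mM cAMP.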
PTHR1 ag – agonists of human PTHR1 parathyroid hormone receptor. Q03431. Potency, µM (highest dose often 115 µM), for inactives: at the highest dose activation, usual class: activators. actives 0.075% (n = 410,000). HEK293 GP2 PTHR1 cells, GloSensor cAMP luminescence, 1 h; note: potency is the fitted concentration of half-maximal effect; nearly all actives have a fitted effect of over 55% in size; some results filed as inactive show a strong effect at the top dose; inactives centre near -15; many of its hits are not listed in these tables
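HEK-293-derived GP2 cells expressing PTHR1 and a GloSensor cAMP reporter, 3,000/well, plated overnight, given luciferin plus IBMX (each 0.5 mM as added) for 1 h at 37 °C, then compound for 1 h at 37 °C. Luminescence was read after 15 min at room temperature.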
GLP-1R inv ag – inverse agonists of human GLP-1 receptor. AID 624417. Potency, µM (titrated, usually from 38.3 µM), without a hit: at the highest dose activity change, negative = inhibition, hits mostly inhibitors. actives 1.6% (n = 410,000). HEK293 GLP-1R CRE-luciferase, luminescence, 24 h; GLP-1R form is constitutively active; note: potency is the fitted concentration of half-maximal effect; % is set by controls: 0 for no effect and ±100 for the full control effect; nearly all actives have a fitted effect of over 55% in size
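Cells are plated, allowed 12 hours at 37 deg C, then treated with compounds for 24 hr before luciferase detection reagent is added and luminescence is read after 12 min at room temperature. The HEK293 line carries constitutively active GLP-1R with a cAMP-responsive reporter.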
GLP-1R agonist – agonists of human GLP-1 receptor; P43220; HEK293 GLP-1R CRE-luciferase, luminescence, 4-6 h; cells express a hypersensitive GLP-1R form; Potency, µM (series often up to 45.6 µM), without a hit: at the top dose activation, hits mostly activators; actives 0.007% (n = 380,000); note: potency is the fitted concentration of half-maximal effect; % of control where 0% means no effect
IL-2 act – IL-2 activation. IL-2 activation reporter assay, cell-based qHTS; stimulated with anti-CD3/CD4/CD28 beads; in transgenic mouse T cells. activation, % (series mostly up to about 46 µM). actives 0.065% (n = 360,000); in the data active = activation above about 50%; inconclusive = mostly about 30% to 49%; note: 0% is about no effect
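Unstimulated transgenic mouse T cells, 750 per well, received compound and, after 60 minutes, anti-CD3/anti-CD4 bead plus anti-CD28 stimulation. EGFP and DsRed were quantified after 18 hours.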
PI5P4K alpha inh – PI5P4K alpha (human) kinase inhibition | P48426 | PI5P4Kalpha enzyme, ADP-Glo luminescence, 60 min; stronger effect = lower value | max response, % | actives 1.2% (n = 330,000); active = max response of -50% or lower; inconclusive = between -30% and -50%; inactive = -30% or higher; note: value at the top dose of about 77 µM; % is set by controls: 0 for no effect and ±100 for the full control effect
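ADP-Glo luminescence end-point after a 60 min room-temperature kinase reaction. PI5P4Kalpha and substrate in HEPES pH 7.4 buffer with EGTA, 0.1% CHAPS and 5% DMSO; ATP at 5 microM final.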
PLK1 PBD block – inhibitors of human PLK1 polo-box domain binding. P53350. Plk1 PBD binding of FITC phosphopeptide, fluorescence polarization. Potency, µM, for the others: max response, negative = inhibition, most hits filed as inhibitors. actives 2.8% (n = 360,000). AID 720504; note: potency is the fitted concentration of half-maximal effect; series mostly up to about 57 µM; % is set by controls: 0 for no effect and ±100 for the full control effect; nearly all actives have a fitted effect of over 65% in size
HEK293 tox – cytotoxicity in counter-screen for GLP-1R inverse agonists; Potency, µM (doses to about 38.3 µM), for inactives: at the highest dose activity change, negative = inhibition, usual class: inhibitors; HEK293 cAMP-luciferase reporter cells, luminescence, 24 h; actives 0.13% (n = 410,000);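 note: loss of luciferase light is scored as toxicity; potency is the fitted concentration of half-maximal effect; % is set by controls: 0 for no effect and ±100 for the full control effect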
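Luminescence readout: signal drop marks cytotoxicity. Plated cells grew 12 h at 37 °C, 5% CO2, received 23 nL compound for 24 h, then got luciferase reagent, read after 12 min at RT.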
The depositor's hits bear a star; i = inactive; u = inconclusive; x = not tested or not shown; [ ] = dose if it differs, or a comment. Unless noted, calls come from the whole dose curve; as a rule, active = well fitted curve in the direction sought with a large enough effect; inconclusive = small, poorly fitted or top-dose-only effect, or another doubt; inactive = no such curve, though single readings can be large; an effect the other way counts as inactive or inconclusive.

mol | EPAC1 antag | EPAC1 ag | PTHR1 ag | GLP-1R inv ag | GLP-1R agonist | IL-2 act | PI5P4K alpha inh | PLK1 PBD block | HEK293 tox
O=C(NCCCc1ccncc1)C1CCC(=O)N(Cc2ccc(Cl)cc2)C1 (stereo not given) | 6.3% | -2.3% | -3.9% | -27.8% | 0.2% | -1.0 | -9.7 | -5.0% | -0.3%
O=C1CN(C(=O)/C=C/c2ccccc2F)c2ccccc2N1 | -11.1% | 11.2% | -24.1% | 32.1%[activator] | 12.1% | 0.5 | 0.0 | -1.4% | 0.4%
O=C(CCC1CCCC1)NCCS(=O)(=O)N1CCN(c2ccccc2F)CC1 | -1.7% | -1.4% | -27.4% | u | 6.8% | -0.2 | 3.4 | 5.4% | -8.4%
CCN1CCC2(CC1)Oc1c(OC)cccc1C1CC(c3cccnc3)=NN12 (stereo not given) | -1.3% | 1.5% | i | 55.0%[activator] | 18.8% | -0.5 | 2.6 | 2.4% | -5.3%
Cc1ccc(C)c(NC(=O)CSc2nnc([C@@H]3CCCN3C(=O)OC(C)(C)C)o2)c1 | 5.6% | 4.2% | -1.4%[57.5 µM] | -1.6% | -5.2% | -0.7 | 1.4 | -14.9% | -0.6%
O=C(Cn1nnc(-c2cc(C(F)(F)F)cc(C(F)(F)F)c2)n1)NNC(=S)Nc1ccc(Cl)cc1 | u | -31.1%[inhibitor] | -92.8%[inhibitor] | u | -4.5% | -3.6 | 19.0 | u | 4.0%
C/C(=N\NC(=O)c1cccc(S(=O)(=O)N2CCOCC2)c1)c1ccco1 | -6.9% | -7.4% | -4.4% | 37.8%[activator] | 3.4% | 3.0 | 0.0 | -1.5% | 7.1%
CC(C)(C)NC(=O)C1CCN(S(=O)(=O)c2cccc3nsnc23)CC1 | 3.8% | 0.0% | -3.2% | 20.7% | -0.8% | -2.1 | 1.0 | -3.2% | 2.5%
CCOC(=O)/C(C#N)=C\c1cccnc1 | 10.0% | -7.0% | i | 3.4% | 1.8% | -0.6 | -5.2 | -0.4% | 1.0%
O=C(Nc1cccc(F)c1)C1CCN(C(=O)c2ccc(Br)cc2)CC1 | 15.6% | 0.7% | -10.8%[57.5 µM] | -24.2% | 5.2% | -1.1 | 4.8 | 2.8% | -28.1%
Cc1nn(-c2ccccc2)c(C)c1C(=O)OCC(=O)Nc1ccccc1Cl | -2.8% | -5.9% | -19.6% | 6.1% | 8.9% | -0.7 | 1.4 | -5.4% | -3.1%
COC(=O)c1c(NC(=O)COC(=O)[C@@H](NS(=O)(=O)c2ccc(C)cc2)C(C)C)sc2c1CCC2 | 3.3% | 8.7% | -25.9% | u | 20.6% | -0.8 | -7.8 | -4.7% | 4.5%[1.53 µM]
COc1ccc(-c2nc(C)ncc2-c2ccccc2)c(O)c1 | -10.1% | 3.6% | -28.3% | 3.1% | 2.9% | -2.1 | 1.9 | -5.6% | 16.8%
Cc1c(C(=O)O)cccc1[N+](=O)[O-] | 13.8% | -25.5% | -19.5% | -1.4% | -3.9% | 1.0 | -0.9 | 2.1% | 4.6%
COc1ccc(/C=C\C(=O)NCc2ccc3c(c2)cc(C)n3C)cc1OC | -11.4% | 8.4% | i | 16.5% | 24.2% | -1.8 | 11.4 | -5.9% | 2.1%
CCCCn1nnnc1C1(C)CCC(=O)N1Cc1ccc(C)cc1 (stereo not given) | -18.0% | 0.3% | -22.1% | 24.4% | -1.3% | 0.4 | 5.8 | -8.2% | -0.9%
COc1cc(Nc2c3ccccc3nc3ccccc23)cc(OC)c1OC | -14.0% | 2.4% | -14.1% | u | -5.3% | -0.7 | -7.6 | -7.5% | u
COc1ccc2oc(C(=O)OCC(=O)Nc3cc(S(=O)(=O)N4CCOCC4)ccc3OC)c(C)c2c1 | -3.3% | -8.2% | i | -1.6% | -0.7% | 0.7 | -2.9 | -6.7% | -6.9%
O=C(c1ccc(S(=O)(=O)N2CCOCC2)cc1)N(c1ccccn1)C1CCCCC1 | u | 6.4% | -13.3% | 20.0% | 0.9% | -0.5 | 0.2 | -9.4% | -37.8%
O=c1c2ccccc2nnn1CSc1ccccc1F | 0.6% | -1.4% | -25.0% | u | 0.7% | -3.6 | -1.1 | -18.9% | -8.9%
CC1CCN(c2ccc3nnc(CCC(=O)NCc4ccco4)n3n2)CC1 | -17.1% | 4.4% | -1.2% | 3.7% | 9.4% | 1.2 | 0.6 | 0.9% | -7.7%
COc1ccc(N2C(=O)CC(C3CCCO3)C2=O)cc1 (stereo not given) | -23.8% | 7.2% | -22.4% | -13.3% | -0.6% | 0.8 | 3.7 | u | -0.8%
Cc1ccc(C(=O)N2CCC(C(=O)NC3CCCCCC3)CC2)cc1 | 16.4% | 3.1% | i | -47.5% | 3.6% | -0.2 | -3.7 | 0.4% | -10.6%
COc1ccc(N(C)C(=S)Nc2ccc3nc(C)c(C)nc3c2)cc1 | -5.0% | 7.5% | i | -5.7% | 1.2% | 0.2 | -6.8 | -26.4% | 37.9%[activator]
O=C(NCc1ccco1)C1(c2ccc(Br)cc2)CCCC1 | -9.2% | 11.5% | -12.1%[57.5 µM] | u | 0.2% | -2.0 | x | -13.7% | 4.4%
Clc1ccc(Nc2ncnc3ccc(Br)cc23)cc1 | 3.9% | u | -90.2%[inhibitor] | u | -15.1% | 0.6 | x | -11.7% | 11.1%
CCC1(C)Cc2c(sc3c2c2ncnn2c2nnc(SCC(=O)NCc4ccco4)n32)CO1 (stereo not given) | -0.1% | 4.4% | i | u | 0.9% | 0.1 | -15.5 | -3.9% | u
COCCSc1ccccc1C(=O)N1CCCC(C)C1 (stereo not given) | 3.6% | -1.3% | i | -2.7% | -1.8% | -2.2 | -0.7 | -24.6% | 2.1%
COc1ccc(N2C(=O)CSC2c2ccc([N+](=O)[O-])cc2)cc1 (stereo not given) | -7.5% | -0.3% | i | -6.3% | 15.4% | -0.6 | -2.0 | -16.0% | 19.6%
C/C(CCc1ccc2c(c1)OCO2)=N\NC(=S)NC(C)C | -19.8% | -8.5% | 25.9% | u | -1.9% | -4.9 | 0.6 | -12.9% | 3.16µM*

The final 3 compounds of the part before open the next one:
mol | EPAC1 antag | EPAC1 ag | PTHR1 ag | GLP-1R inv ag | GLP-1R agonist | IL-2 act | PI5P4K alpha inh | PLK1 PBD block | HEK293 tox
COCCSc1ccccc1C(=O)N1CCCC(C)C1 (stereo not given) | 3.6% | -1.3% | i | -2.7% | -1.8% | -2.2 | -0.7 | -24.6% | 2.1%
COc1ccc(N2C(=O)CSC2c2ccc([N+](=O)[O-])cc2)cc1 (stereo not given) | -7.5% | -0.3% | i | -6.3% | 15.4% | -0.6 | -2.0 | -16.0% | 19.6%
C/C(CCc1ccc2c(c1)OCO2)=N\NC(=S)NC(C)C | -19.8% | -8.5% | 25.9% | u | -1.9% | -4.9 | 0.6 | -12.9% | 3.16µM*
CCOC(=O)c1ccccc1NC(=O)c1ccc(Cl)c(S(=O)(=O)N2CCOCC2)c1 | 3.2% | 8.3% | -7.0%[57.5 µM] | 8.6% | 1.2% | 3.8 | x | -0.9% | 3.8%
CCC(=O)N1CCCc2cc(S(=O)(=O)NCc3cccs3)ccc21 | -14.0% | 0.2% | -3.7%[57.5 µM] | 17.3% | -1.4% | -0.8 | -12.2 | -6.0% | -1.9%
Cn1c(N)c(S(=O)(=O)N2CCN(c3cccc(Cl)c3)CC2)c(=O)n(C)c1=O | -23.8% | 0.3% | i | 25.4% | -2.2% | -1.0 | -0.9 | -1.5% | -3.3%
Cc1ccc(NC(=O)C2CCCN(C(=O)c3ccc(Cl)cc3)C2)c(C)c1 (stereo not given) | -24.2% | 4.5% | -6.0% | -4.5% | 3.1% | 1.8 | 6.4 | -0.6% | 4.8%
O=S(=O)(c1ccc(N2CCCC2c2nc3ccccc3s2)nc1)N1CCOCC1 (stereo not given) | 6.4% | 22.6% | -9.9%[57.5 µM] | 0.0% | 9.6% | -1.8 | x | -2.1% | -11.7%
Cc1cc(=O)[nH]c(N/N=C/c2ccc(-c3ccc(F)cc3)o2)n1 | -17.9% | 0.6% | i | 18.6% | 0.2% | -2.6 | 0.7 | -0.6% | 0.0%
O=c1c2[nH]c3ccc(F)cc3c2ncn1CCCn1ccnc1 | -4.8% | 0.0% | i | 11.1% | -10.9% | -0.5 | -0.2 | -1.0% | -10.5%
O=C(O)CN1CCc2ccccc2C1 | -4.5% | 4.3% | u | 0.2% | 0.6% | 1.7 | -14.2 | -4.0% | -1.1%
Cc1ccccc1C(=O)NNC1CC(=O)N(c2ccc3c(c2)OCCO3)C1=O (stereo not given) | 9.0% | 3.0% | i | 1.6% | -0.2% | -0.5 | -4.9 | -7.9% | -5.6%
CC(C)Oc1ccc(C(=O)Nc2cc(S(=O)(=O)N3CCOCC3)ccc2N2CCOCC2)cc1 | 10.2% | 15.2% | i | u | -2.9% | 0.7 | 17.1 | -7.7% | 6.7%
O=S(=O)(c1ccc(N2CCN(c3ccc(F)cc3)CC2)cc1)N1CCCC1 | 11.1% | 4.9% | i | 8.1% | 7.2% | -3.4 | x | 0.2% | -11.6%
Clc1ccc(C(CCN2CCCC2)Cc2ccccc2)cc1 (stereo not given) | -15.9% | 0.0% | i | u | -1.2% | 0.2 | 2.8 | -1.3% | -10.9%
COC(=O)[C@]1(C)N[C@H](c2ccc(SC3CCCCC3)c(OC)c2)[C@@H]2C(=O)N(C)C(=O)[C@@H]21 | -0.9% | -3.6% | -12.2% | 1.9% | 0.8% | 0.3 | -3.3 | 3.6% | 2.9%
CCn1c(SCC(=O)NC2CCCCC2)nnc1-c1ccccn1 | -9.2% | -6.8% | i | 5.2% | 2.4% | -1.4 | 3.5 | -3.7% | 0.0%
COc1ccccc1Nc1nc(N)nc(CN2CCN(Cc3ccc4c(c3)OCO4)CC2)n1 | -0.6% | 2.3% | i | 3.9% | 15.8% | 2.6 | 2.9 | 7.3% | -1.0%
Cc1ccc(NC(=O)Cc2c(C(=O)O)n(C)c3ccccc23)cc1F | u | 3.5% | -42.1%[inhibitor] | 8.2% | -0.1% | 0.9 | -14.4 | 23.8µM* | -3.3%
COCCNC(=O)CSc1ncnc2sc(-c3ccccc3)cc12 | -12.4% | -4.6% | i | 64.5%[activator] | 2.6% | -0.3 | -0.8 | u | 12.0%

Bioassay records from PubChem.

Not all compounds are listed; rates above refer to the full screens.
